# Screens: PubChem BioAssay, several laboratories
# SUMO1-SIM PPI: modulators of SUMO1 protein-protein interactions, primary screen, biochemical, uHTS; SUMO1 binding to a labelled peptide, TR-FRET, 1 h; AID 602429, 2012; 360,000 compounds, 0.33% hits; Small ubiquitin-related modifier 1 (Homo sapiens), P63165; inhibition, % at 20 µM; in the data active = inhibition above about 37%
# NadD inh: inhibitors of S. aureus NadD, primary screen, biochemical, colorimetric, uHTS | Nicotinate-nucleotide adenylyltransferase NadD (Staphylococcus aureus N315) | purified NadD enzyme, colorimetric absorbance read-out | inhibition, % at 20 µM | 360,000 compounds, 0.78% hits; in the data active = inhibition above about 26%; also: some compounds past the cut are filed as inactive
# DNMT1 inh: human DNMT1 methyltransferase inhibitors, primary screen, biochemical, molecular beacon, fluorescence, HinP1I cleavage, uHTS; DNA (cytosine-5)-methyltransferase 1 (Homo sapiens), P26358; inhibition (reported as % activation of signal), % at 10 µM; 360,000 compounds, 0.83% hits; in the data active = inhibition above about 50%
# TbMetRS inhib: T. brucei MetRS inhibitors, primary screen, biochemical, luminescence; 360,000 compounds, 0.4% hits; inhibition, % at 11.9 µM; purified T. brucei MetRS, ATP depletion, Kinase-Glo luminescence; methionyl-tRNA synthetase (Trypanosoma brucei brucei); AID 624268, 2012;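 active = inhibition above a per-plate cutoff of the control wells' mean inhibition plus 3 SD, cut at about 5.5% in these data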;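 also: 0% = DMSO wells median and 100% = median of wells with control inhibitor compound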
#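 Test system – parasite MetRS enzyme · Reagent – substrates ATP, L-methionine and bulk Escherichia coli tRNA · Doses – 11.9 µM compound single dose, 0.9% DMSO · Times – 15 min enzyme-compound preincubation, 2 h reaction, 10 min detection, 25 °C · Signal – Kinase-Glo luminescence, ATP depletion format · Controls – DMSO-only wells as low control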
# Scp1 inh: Scp-1 phosphatase inhibitors, primary screen, biochemical, colorimetric, uHTS; Carboxy-terminal domain RNA polymerase II polypeptide A small phosphatase 1 (Homo …; Recombinant Scp1, phosphopeptide, malachite green phosphate absorbance; inhibition, % at 20 µM; 340,000 compounds, 0.88% hits;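 active = inhibition above about 50% at 20 µM, limit read from the data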;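 also: plate controls were DMSO wells with enzyme for no effect and wells lacking enzyme for full effect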
#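 Test system: SCP-1 phosphatase catalytic domain, residues 76-261 | Compound dosing: One concentration, 20 µM, with 1.0% DMSO | Schedule: 45 min room-temperature reaction, 5 min colour, 30 min stabiliser | Detection: Absorbance at 630 nm | Read-out basis: % inhibition of SCP-1 phosphate liberation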
# CSN deneddyl inh: inhibitors of CSN-mediated cullin deneddylation, primary screen, biochemical, fluorescence polarization, uHTS; Purified CSN, SCF-Nedd8-OG deneddylation; inhibition, % at 12.5 µM; 360,000 compounds, 0.38% hits; COP9 signalosome complex subunit 5 (Homo sapiens), Q92905;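 active = pattern-corrected inhibition above about 35%, with an unprinted fluorescence ratio check between 0.5 and 1.5, limit read from the data, passing the limit was not always enough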;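 also: 0% = enzyme with substrate and 100% = substrate without enzyme; some results filed as inactive read as strong as hits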
#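 Test system: purified human Csn5 enzyme expressed in HEK293T cells. Amount: 0.24 nM enzyme. Reagent: SCFSkp2-Nedd8OG substrate at 10 nM final. Schedule: 90 min incubation of compound, enzyme and substrate at room temperature. Detection: fluorescence polarization. Read-out: % inhibition of substrate cleavage by Csn5.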
# MLLE-PAM2 inh: inhibitors of PABP1 MLLE–PAM2 peptide binding, primary screen, biochemical, fluorescence polarization, FITC-PAM2, GST-MLLE; Polyadenylate-binding protein 1 (Homo sapiens), P11940; inhibition, % at 20 µM; 360,000 compounds, 0.36% hits; in the data active = inhibition above about 35%, passing the limit was not always enough;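 also: plate controls were DMSO wells with GST-MLLE for no effect and wells lacking GST-MLLE protein for full effect; some results filed as inactive read as strong as hits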
# LMPTP inh: LMPTP phosphatase inhibitors, primary screen, biochemical, fluorescence intensity, uHTS; Low molecular weight phosphotyrosine protein phosphatase (Homo sapiens), P24666; recombinant LMPTP-A, OMFP fluorogenic substrate; inhibition, % at 20 µM; 360,000 compounds, 0.22% hits; AID 651560, 2012;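 active = compounds that cut the enzyme signal by at least half of the control window in the single-dose screen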;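 also: plate controls were DMSO wells with enzyme plus substrate for no effect and substrate without enzyme for full effect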
# Target sequence (P24666 whole entry, looked up): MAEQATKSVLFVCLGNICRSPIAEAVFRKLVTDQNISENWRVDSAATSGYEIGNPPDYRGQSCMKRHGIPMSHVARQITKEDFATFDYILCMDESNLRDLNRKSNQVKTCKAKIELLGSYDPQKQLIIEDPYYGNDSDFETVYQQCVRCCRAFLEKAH
#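 test system = LMPTP-A | amount = 0.625 nM LMPTP-A final | reagent = fluorogenic phosphatase substrate OMFP at 400 µM final | incubation = 50 min at room temperature | benchmarks = no-enzyme low control, uninhibited high control | medium = Bis-Tris pH 6.0, DTT, detergent | signal = fluorescence intensity of OMFP turnover product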
# Rpn11 block: Rpn11 (PSMD14) deubiquitinase inhibitors, primary screen, biochemical, fluorescence polarization, uHTS | 26S proteasome non-ATPase regulatory subunit 14 (Homo sapiens), O00487 | human 26S proteasome, Ub4-pepOG fluorescence polarization; 20S core pre-blocked with epoxomicin | calls only at 20 µM | 360,000 compounds, 0.59% hits;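 active = inhibition at 20 µM, scaled to each plate's controls, above about 33%, limit read from the data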
# Target sequence (O00487 whole entry, looked up): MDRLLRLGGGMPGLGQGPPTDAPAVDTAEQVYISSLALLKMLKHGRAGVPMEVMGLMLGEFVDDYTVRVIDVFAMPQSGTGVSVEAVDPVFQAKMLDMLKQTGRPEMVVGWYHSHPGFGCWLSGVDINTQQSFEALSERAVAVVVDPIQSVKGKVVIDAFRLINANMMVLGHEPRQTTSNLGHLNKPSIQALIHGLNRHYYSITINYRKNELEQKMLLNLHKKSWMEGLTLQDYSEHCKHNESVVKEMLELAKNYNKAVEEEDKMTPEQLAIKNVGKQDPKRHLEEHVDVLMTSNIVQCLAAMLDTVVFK
# STEP block: STEP phosphatase inhibitors, primary screen, biochemical, fluorescence intensity, uHTS. Tyrosine-protein phosphatase non-receptor type 5 (Homo sapiens), P54829. recombinant STEP, OMFP fluorogenic substrate. inhibition, % at 20 µM. 360,000 compounds, 0.25% hits. AID 588621, 2011;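 active = inhibition at 20 µM, scaled per plate between control wells, above about 37%, limit read from the data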;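 also: 0% = DMSO with enzyme and substrate and 100% = substrate only without enzyme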
# Target sequence (P54829 whole entry, looked up): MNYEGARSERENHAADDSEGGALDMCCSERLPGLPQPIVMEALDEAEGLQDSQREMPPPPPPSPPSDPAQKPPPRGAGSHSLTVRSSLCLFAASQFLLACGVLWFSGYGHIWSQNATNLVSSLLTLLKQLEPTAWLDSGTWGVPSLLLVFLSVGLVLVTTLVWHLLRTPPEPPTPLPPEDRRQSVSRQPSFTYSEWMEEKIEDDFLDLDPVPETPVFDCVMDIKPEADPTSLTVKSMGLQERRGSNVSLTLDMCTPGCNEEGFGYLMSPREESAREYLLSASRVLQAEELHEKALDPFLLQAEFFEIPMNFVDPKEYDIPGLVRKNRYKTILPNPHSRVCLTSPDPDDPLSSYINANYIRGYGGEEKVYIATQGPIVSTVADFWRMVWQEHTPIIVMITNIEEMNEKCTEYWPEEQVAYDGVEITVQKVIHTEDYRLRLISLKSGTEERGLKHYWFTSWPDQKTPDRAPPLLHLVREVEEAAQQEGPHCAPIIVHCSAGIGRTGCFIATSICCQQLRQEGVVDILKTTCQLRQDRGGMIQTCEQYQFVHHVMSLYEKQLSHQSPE
#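 medium = Bis-Tris buffer pH 6.0, 2.5 mM DTT, 0.005% Tween 20 | test system = STEP (striatal-enriched tyrosine phosphatase) enzyme, cell-free | measure = normalized % inhibition | compound dosing = 20 µM, 1% DMSO | also added = 25 µM OMFP | schedule = reaction 20 min, ambient temperature | measured by = fluorescence read at 480 nm ex / 540 nm em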
# The depositor's hits bear a star; i = inactive; nt = not tested or not shown.
SMILES,SUMO1-SIM PPI,NadD inh,DNMT1 inh,TbMetRS inhib,Scp1 inh,CSN deneddyl inh,MLLE-PAM2 inh,LMPTP inh,Rpn11 block,STEP block
CCn1c(-c2cc(C3CC3)nc3ccccc23)n[nH]c1=S,0,7,-5,0.0,7,0,-94,0.4,i,3
Cc1cc(S(=O)(=O)N2CCCOC2CNC(=O)C(=O)NCCc2ccco2)ccc1F (centres undefined),1,-7,3,-0.3,-7,-3,19,-0.2,i,-3
Cc1ccc(/C=C/C(=O)Nc2ccc(N(C)C)cc2)o1,-13,5,-11,-1.0,-2,5,-9,3.9,i,-3
Fc1ccc(NC(=S)N2N=CCC2c2ccccc2)cc1 (centres undefined),0,11,-5,-0.7,-9,-6,-49,-1.1,i,2
COC(=O)CCCC(=O)N1CCOCCN(C(=O)CCCC(=O)OC)CCOCC1,3,-4,4,-0.2,-5,3,0,-2.8,i,2
COc1ccc(-c2nc(CS(=O)CC(=O)N3CCN(C)CC3)c(C)o2)cc1 (centres undefined),-1,-3,3,-0.5,-3,0,18,-3.6,i,0
CCN1CCN(c2ccc(S(=O)(=O)N3CCCCC3)cc2NC(=O)c2ccccc2)CC1,1,-2,-1,-0.3,5,-7,-78,-0.6,i,-1
CC(C)CN(CC(C)C)C(=S)Nc1ccc(Cl)cc1,-1,1,7,-1.1,3,-4,-58,-0.4,i,4
O=C(O)C1CCCCN1C(=O)c1ccc(S(=O)(=O)N2CCCC2)cc1 (centres undefined),2,-3,1,-0.3,-9,-1,6,-1.3,i,3
COC(=O)C1N2C(=O)[C@@H](NC(=O)COc3ccccc3)[C@H]2SC1(C)C (some centres undefined),6,-1,-2,0.2,-2,-5,-7,-0.6,i,-3
COc1ccc(NS(=O)(=O)c2ccc(OCC(=O)N3CCOCC3)cc2)cc1,-2,1,2,0.1,0,1,-7,-2.0,i,-1
Fc1cccc(Cn2cc(C(=S)N3CCCCC3)c3ccccc32)c1,3,-2,-2,-2.6,5,-1,5,0.2,i,4
Cc1nc(S(=O)(=O)c2ccc(Cl)cc2)c(NCc2ccccc2)o1,7,-5,-2,0.0,-4,0,12,-0.5,i,-4
CCCn1c(SCC(=O)c2c[nH]c3ccccc23)nnc1-c1ccncc1,-2,15,-22,2.5,-5,4,-64,0.5,i,8
Cn1c(NCc2ccccc2)nc2c1c(=O)n(Cc1ccccc1)c(=O)n2C,1,0,-2,-0.8,0,0,3,0.5,i,-3
Cc1cc(NC(=O)CSc2nc3c(C)cccc3cc2C#N)no1,8,-5,6,-1.1,5,7,-12,2.1,i,-4
O=C(O)c1ccc(N2C(=O)c3[nH]nc(-c4ccccc4)c3C2c2ccccc2)cc1 (centres undefined),3,2,2,0.4,48,4,-19,-1.9,i,2
C[C@H](O)[C@@H]1C(=O)N2CCc3c([nH]c4ccccc34)[C@@H]2C[C@@H]1N(C)C(=O)Nc1cccc2ccccc12,1,6,-32,0.6,nt,7,-20,5.3,i,-1
O=C(/C=C/c1cn(-c2ccccc2)nc1-c1cccnc1)NCCN1CCOCC1,-4,9,2,-0.2,1,3,-5,1.0,i,2
CC1(C)CC(=O)C2=C(C1)Oc1ncn(Cc3ccco3)c(=N)c1C2c1ccccc1 (centres undefined),-4,-1,-1,0.0,-2,-2,12,-0.1,i,2
S=C(NCc1ccco1)Nc1ccccn1,0,1,-5,0.0,-4,-3,-11,-0.1,i,-2
CCOc1ccc(-n2c(=O)c3sccc3n(CC(=O)NC3CCCCC3)c2=O)cc1,-6,-5,3,0.4,3,6,2,0.9,i,-1
COC(=O)c1nn(-c2ccccc2)c2nnc(Cc3ccc(C)cc3)c(=O)n12,2,1,-3,0.3,-6,2,6,-0.7,i,1
Cc1ccc(C)c(N2CCN(C(=O)CCc3nc(-c4ccccc4C(F)(F)F)no3)CC2)c1,-2,-1,0,-0.4,1,8,16,5.3,i,4
Cc1ccnc(NC(=O)COc2ccc3oc4c(c3c2)CCCC4)c1,0,3,-8,-1.9,9,-2,-7,1.9,i,6

# As a working copy, 11 of the compounds above:
SMILES,SUMO1-SIM PPI,NadD inh,DNMT1 inh,TbMetRS inhib,Scp1 inh,CSN deneddyl inh,MLLE-PAM2 inh,LMPTP inh,Rpn11 block,STEP block
Cn1c(NCc2ccccc2)nc2c1c(=O)n(Cc1ccccc1)c(=O)n2C,1,0,-2,-0.8,0,0,3,0.5,i,-3
Cc1cc(NC(=O)CSc2nc3c(C)cccc3cc2C#N)no1,8,-5,6,-1.1,5,7,-12,2.1,i,-4
O=C(O)c1ccc(N2C(=O)c3[nH]nc(-c4ccccc4)c3C2c2ccccc2)cc1 (centres undefined),3,2,2,0.4,48,4,-19,-1.9,i,2
C[C@H](O)[C@@H]1C(=O)N2CCc3c([nH]c4ccccc34)[C@@H]2C[C@@H]1N(C)C(=O)Nc1cccc2ccccc12,1,6,-32,0.6,nt,7,-20,5.3,i,-1
O=C(/C=C/c1cn(-c2ccccc2)nc1-c1cccnc1)NCCN1CCOCC1,-4,9,2,-0.2,1,3,-5,1.0,i,2
CC1(C)CC(=O)C2=C(C1)Oc1ncn(Cc3ccco3)c(=N)c1C2c1ccccc1 (centres undefined),-4,-1,-1,0.0,-2,-2,12,-0.1,i,2
S=C(NCc1ccco1)Nc1ccccn1,0,1,-5,0.0,-4,-3,-11,-0.1,i,-2
CCOc1ccc(-n2c(=O)c3sccc3n(CC(=O)NC3CCCCC3)c2=O)cc1,-6,-5,3,0.4,3,6,2,0.9,i,-1
COC(=O)c1nn(-c2ccccc2)c2nnc(Cc3ccc(C)cc3)c(=O)n12,2,1,-3,0.3,-6,2,6,-0.7,i,1
Cc1ccc(C)c(N2CCN(C(=O)CCc3nc(-c4ccccc4C(F)(F)F)no3)CC2)c1,-2,-1,0,-0.4,1,8,16,5.3,i,4
Cc1ccnc(NC(=O)COc2ccc3oc4c(c3c2)CCCC4)c1,0,3,-8,-1.9,9,-2,-7,1.9,i,6

# New compounds follow
SMILES,SUMO1-SIM PPI,NadD inh,DNMT1 inh,TbMetRS inhib,Scp1 inh,CSN deneddyl inh,MLLE-PAM2 inh,LMPTP inh,Rpn11 block,STEP block
CC(C)C(=O)NS(=O)(=O)c1ccc(N)cc1,3,-3,5,-1.3,7,-1,14,-0.6,i,-1
Oc1oc(C=Nc2ccc(F)cc2F)c2ccccc12,0,-5,-4,0.3,-6,-4,11,-0.7,i,-1
CCCCN(C(=O)COC(=O)CSc1cc(C)c2ccccc2n1)c1c(N)n(CCC)c(=O)[nH]c1=O,3,-1,3,-0.1,-2,-4,-7,0.5,i,3
COc1ccc(NC(=O)COC(=O)CNS(=O)(=O)c2ccccc2)cc1OC,0,-9,-2,0.3,-6,1,5,-1.2,i,-2
CCN(CC)S(=O)(=O)c1ccc(N2CCCC2)c(NS(=O)(=O)c2ccccc2)c1,28,-3,-6,-0.4,-2,0,-16,0.4,i,-2
CC1(C)Cc2nc3[nH]c(=S)n(-c4ccccc4)c(=O)c3cc2CO1,0,-3,2,-1.0,0,-3,28,-1.5,i,-3
COCC(C)n1c(SCc2nc3ccccc3c(=O)[nH]2)nc2ccccc2c1=O (centres undefined),4,-5,-2,0.8,-3,-4,-19,-1.6,i,0
CCOc1ccc(/C=C2\SC(=S)N(CC(=O)NCCCN3CCOCC3)C2=O)cc1,-32,-6,0,-0.2,1,-2,11,1.1,i,2
COc1cccc(-c2nnc(SCC(=O)Nc3cc(C)on3)n2C)c1,-1,-4,2,-0.2,-1,-2,-64,-1.5,i,0
COc1cccc(C(C)(O)c2nc(-c3cncnc3)cs2)c1 (centres undefined),2,-6,0,-0.1,nt,0,-3,-1.3,i,-1
O=C1C2C3C=CC(C4CC34)C2C(=O)N1/N=C/c1ccc(-c2ccccc2[N+](=O)[O-])o1 (centres undefined),-18,1,-12,-1.3,5,0,1,3.9,i,2
COC(=O)c1sc2nc(C)nc(SCC(=O)Nc3sccc3C(N)=O)c2c1C,-3,14,-4,-0.3,4,2,2,46,i,-1
O=C(Nc1cccc(C(F)(F)F)c1)NC1CCN(S(=O)(=O)c2ccc(F)cc2)CC1,4,-1,-7,0.3,-5,-2,-5,1.6,i,4
CCN1CCN(c2ccc(S(=O)(=O)N3CCCCC3)cc2NC(=O)CC(C)c2ccccc2)CC1 (centres undefined),-23,-1,-1,-0.4,-2,2,-22,-9.7,i,2
COc1ccc(Cc2nnc(-c3ccc(F)cc3)o2)cc1OC,-1,1,1,-0.4,-13,-1,4,1.0,i,-4
Cn1c(=O)c2c(SCC(=O)N3CCCc4ccccc43)nc(CC(C)(C)C)nc2n(C)c1=O,9,11,5,0.0,-8,-2,5,7.6,i,6
CCCOC(=O)c1ccc(NC(=O)Cc2cccs2)cc1,-3,-3,-4,-0.7,6,-1,-9,3.5,i,3
CCCC[n+]1ccn(-c2nc3ccccc3nc2[N-]S(=O)(=O)c2ccc(Br)cc2)c1,-89,2,11,-0.6,0,41*,-7,46,i,0

# Outcome played no part in choosing rows. Share with any hit: about 3.6%.
